Source: PubChem BioAssay (several laboratories)
bIAP inh: intestinal alkaline phosphatase (bovine) inhibition | purified bovine IAP, CDP-star luminescence, 30 min | inhibition, % at 20 µM | 190,000 tested, under 10 active;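 active = over 50% inhibition of intestinal alkaline phosphatase at 20 µM in the single-dose screen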
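System: purified bovine intestinal alkaline phosphatase (IAP) enzyme; Input: IAP diluted 1/65,000,000 in the well; Measured by: CDP-star luminescence signal; Compound dosing: 20 µM single dose; Incubation: 30 min reaction at room temperature.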
Diaph act CS: counter-screen for diaphorase-based assays: diaphorase activators and chemical reducers | Diaphorase/resazurin coupled assay, resorufin fluorescence, 16 min; stronger effect = higher value; 1 = vehicle wells, 0 = NADH-free wells | activation factor at 20 µM | 190,000 tested, 0.005% active | AID 1229;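 active = diaphorase activity raised at least twofold by the compound at 20 µM; inactive = activation factor below 2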
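Assay system: bacterial diaphorase enzyme (C. kluyveri) / Input: enzyme 0.07 U/mL final / Medium: 50 mM HEPES pH 7.4 with 4.542 mM MgCl2, 0.005% Tween 20 / Doses: single compound dose of 20 µM, 1% DMSO final / Incubation: 16 min enzyme reaction, ambient temperature / Signal: fluorescence, excitation 544 nm and emission 590 nm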
PMI act satM6P: activators of human phosphomannose isomerase at near-saturating mannose 6-phosphate; coupled PMI enzyme assay, resazurin fluorescence, 20 min; stronger effect = higher value; 1 = untreated enzyme, 0 = substrate-free blank; P34949; 190,000 tested, 0.34% active; AID 1216; activation factor at 20 µM;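 active = activation factor of 2 or more at 20 µM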
Target sequence (P34949 whole entry, looked up): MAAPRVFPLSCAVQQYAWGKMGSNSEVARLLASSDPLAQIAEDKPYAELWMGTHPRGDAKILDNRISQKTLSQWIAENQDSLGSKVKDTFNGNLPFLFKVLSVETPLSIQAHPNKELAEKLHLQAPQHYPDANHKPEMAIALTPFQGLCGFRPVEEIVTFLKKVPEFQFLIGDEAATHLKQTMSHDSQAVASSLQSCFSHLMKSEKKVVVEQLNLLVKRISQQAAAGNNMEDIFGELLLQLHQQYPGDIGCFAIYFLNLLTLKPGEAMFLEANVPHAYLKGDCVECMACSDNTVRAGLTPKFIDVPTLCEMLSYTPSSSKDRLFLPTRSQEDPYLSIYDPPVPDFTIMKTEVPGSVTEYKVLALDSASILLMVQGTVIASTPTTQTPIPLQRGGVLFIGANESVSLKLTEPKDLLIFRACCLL
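Material: human phosphomannose isomerase with PGI, G6PDH, diaphorase coupling enzymes / Reagent: Man-6-P substrate 1.0 mM / Dosing: single compound dose of 20 µM, 1% DMSO final / Incubation: enzyme reaction with compound 20 min at room temperature / Signal: resorufin fluorescence (Ex 544/Em 590 nm) from resazurin via diaphorase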
Diaph inh CS: counter-screen for diaphorase-based assays: diaphorase inhibitors and chemical oxidizers | AID 1217 | diaphorase resazurin-to-resorufin fluorescence, NADH, 16 min; bacterial (C. kluyveri) enzyme, not human | inhibition, % at 20 µM | 190,000 tested, 0.69% active;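 active = primary screen inhibition at 20 µM above a set limit, cut at about 50% in these data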;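 also: plate controls were DMSO with full reaction for no effect and wells lacking NADH for full effect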
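Assay system – diaphorase enzyme from Clostridium kluyveri · Amount – diaphorase 0.14 U/mL (working solution) · Times – reaction incubation of 16 min at room temperature · Controls – No-NADH positive control and DMSO neutral control · Signal – resorufin fluorescence 544/590 nm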
TNAP act hi DEA: activators of human TNAP at high phosphate acceptor concentration | P05186 | activation factor at 20 µM | 200,000 tested, under 10 active | purified TNAP, CDP-star luminescence, 1 M DEA, 30 min; stronger effect = higher value; 0 = EDTA background, 1 = DMSO-only activity;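 active = activation factor at least 2 at 20 µM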
Target sequence (P05186 whole entry, looked up): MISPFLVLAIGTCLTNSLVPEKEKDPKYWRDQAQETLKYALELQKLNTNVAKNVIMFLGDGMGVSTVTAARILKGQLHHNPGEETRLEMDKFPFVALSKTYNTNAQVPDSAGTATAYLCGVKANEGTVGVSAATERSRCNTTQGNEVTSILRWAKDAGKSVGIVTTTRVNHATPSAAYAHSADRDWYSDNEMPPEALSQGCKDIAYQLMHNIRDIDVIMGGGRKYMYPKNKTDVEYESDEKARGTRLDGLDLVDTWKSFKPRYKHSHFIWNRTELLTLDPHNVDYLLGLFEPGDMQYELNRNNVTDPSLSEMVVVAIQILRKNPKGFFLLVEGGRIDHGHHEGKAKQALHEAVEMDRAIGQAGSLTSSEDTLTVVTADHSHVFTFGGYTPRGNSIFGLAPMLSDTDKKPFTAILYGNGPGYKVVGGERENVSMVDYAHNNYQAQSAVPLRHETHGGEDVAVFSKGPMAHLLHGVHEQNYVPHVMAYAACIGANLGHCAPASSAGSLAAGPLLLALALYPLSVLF
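Dosing: 20 µM single point. System: human TNAP. Amount: TNAP 1/800 final. Incubation: 30 min, room temperature. Read-out: TNAP activation factor scaled between EDTA and DMSO control wells. Signal: luminescence from CDP-star hydrolysis. Medium: 1 M DEA, pH 9.8, Mg2+, Zn2+. Control set: EDTA negative control, DMSO positive control.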
L major viab: Leishmania major promastigote growth inhibition; Leishmania major promastigotes, resazurin fluorescence viability; 200,000 tested, 9% active; AID 1063; inhibition, % at 10 µM; in the data active = inhibition above about 50%;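 also: promastigotes grown with compound for 44 hours at 28 °C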
PMI activator: activators of human phosphomannose isomerase; P34949; purified human PMI, coupled resazurin fluorescence, 20 min; stronger effect = higher value; 1 = vehicle control, 0 substrate-free wells; activation factor at 20 µM; 190,000 tested, 0.005% active;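 active = activation factor of 2 or more at 20 µM, relative to plate controls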
TNAP inh hiacc: TNAP (human) inhibition, high acceptor. P05186. purified TNAP, CDP-star luminescence, 1 M DEA. inhibition, % at 20 µM. 200,000 tested, 0.03% active. AID 1135;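 active = over 50% inhibition of tissue-nonspecific alkaline phosphatase at 20 µM in the single-dose screen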;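 also: plate controls were DMSO wells for no effect and EDTA-quenched wells as full inhibition for full effect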
TNAP inh noacc: inhibitors of human TNAP without phosphate acceptor; P05186; purified TNAP, CDP-star luminescence, 30 min; inhibition, % at 20 µM; 200,000 tested, 0.26% active;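 active = tissue-nonspecific alkaline phosphatase inhibition above about 50% at 20 µM in the single-dose screen, limit read from the data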;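 also: 0% = DMSO negative control and 100% = EDTA positive control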
bIAP activator: intestinal alkaline phosphatase (bovine) activation; purified bovine IAP, CDP-star luminescence, 30 min; stronger effect = higher value; fold of DMSO-control signal, blank-subtracted; activation factor at 20 µM; 200,000 tested, 0.17% active;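 active = activation factor of 2 or more at 20 µM, a signal rise over negative controls twice the positive control's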
* = called active by the depositor; x = not tested or not shown.

SMILES | bIAP inh | Diaph act CS | PMI act satM6P | Diaph inh CS | TNAP act hi DEA | L major viab | PMI activator | TNAP inh hiacc | TNAP inh noacc | bIAP activator
CC(O)[C@@H](C(=O)N1CCNCC1)n1cc(CCCCN)nn1 (some centres not stated) | 2 | 0.8 | 0.9 | 22 | 1.1 | -4 | 1 | -9 | -18 | 1
CCOC(=O)c1ccc(NC2c3ccccc3C(=O)N2c2cccnc2)cc1 (configuration not stated) | 9 | 0.9 | 0.9 | 13 | 1 | -2 | 0.9 | 1 | -2 | 0.9
Cc1cc2oc(=O)cc(COC(=O)Cn3cnnn3)c2cc1C(C)C | -4 | 0.8 | 0.9 | 24 | 1 | 9 | 1 | -3 | -8 | 1
CCCn1c(Cc2ccccc2)nnc1SCC(=O)N1CCOCC1 | 15 | 1 | 1.1 | 1 | 1 | -1 | 1.1 | -3 | -12 | 0.9
Cn1c(SCC(=O)N2c3ccccc3Sc3ccccc32)nnc1-c1ccco1 | -11 | 0.8 | 1.2 | 17 | 1 | -1 | 1.1 | -4 | -5 | 1.1
Cc1cc(C2=NNC(=Nc3ccc(S(=O)(=O)N4CCOCC4)cc3)SC2)c(C)n1CC1CCCO1 (configuration not stated) | -6 | 1 | 2.1* | -2 | 1 | -8 | 1.7 | 0 | -6 | 1.1
COc1ccc(S(=O)(=O)N2CCN(C(=O)COc3ccc4c(C)cc(=O)oc4c3)CC2)cc1 | -1 | 0.9 | 0.9 | 6 | 1 | 7 | 1 | -2 | 8 | 1
CC(=O)NCC12CC3CC(C1)CC(C(=O)O)(C3)C2 | 10 | 0.9 | 0.9 | 14 | 1.1 | -8 | 0.9 | -6 | -17 | 0.9
CCn1c(/C=C/c2ccccc2)nc2ccccc21 | 6 | 1 | 1 | -4 | 1 | 77* | 1 | 0 | -6 | 0.9
CCOc1ccc(-n2nc(C(=O)N3CCN(CC)CC3)c3ccccc3c2=O)cc1 | 5 | 1.1 | 1 | -6 | 1 | -1 | 1.1 | -3 | -10 | 1
Cc1ccc(-n2cc(CNCCc3cscn3)c(-c3ccc(F)cc3)n2)cc1 | -8 | 0.9 | 1 | 8 | 1.1 | 75* | 0.9 | -7 | -8 | 1.1
CNS(=O)(=O)c1cnccc1N1CCN(c2cccc(Cl)c2)CC1 | 6 | 0.9 | 0.9 | 6 | 1 | 100* | 0.9 | -4 | -8 | 0.9
O=C(O)Cn1cc(/C=c2/sc3nc4ccccc4n3c2=O)c2ccccc21 | 4 | 0.8 | 1.3 | 25 | 0.9 | 7 | 1.3 | 11 | 21 | 1
COc1ccc(CCN(C(=O)c2ccco2)C(C(=O)NC2CCCC2)c2ccncc2)cc1OC (configuration not stated) | -6 | x | x | x | 1 | -3 | x | -4 | -9 | 1.1
COc1ccc(C(=O)OCN2C(=O)c3ccccc3C2=O)cc1 | 3 | 1 | 0.9 | 5 | 1 | 1 | 0.9 | -4 | 5 | 1

5 compounds out of the list, arranged by SMILES length, low to high.
SMILES | bIAP inh | Diaph act CS | PMI act satM6P | Diaph inh CS | TNAP act hi DEA | L major viab | PMI activator | TNAP inh hiacc | TNAP inh noacc | bIAP activator
CCn1c(/C=C/c2ccccc2)nc2ccccc21 | 6 | 1 | 1 | -4 | 1 | 77* | 1 | 0 | -6 | 0.9
CC(=O)NCC12CC3CC(C1)CC(C(=O)O)(C3)C2 | 10 | 0.9 | 0.9 | 14 | 1.1 | -8 | 0.9 | -6 | -17 | 0.9
Cc1cc2oc(=O)cc(COC(=O)Cn3cnnn3)c2cc1C(C)C | -4 | 0.8 | 0.9 | 24 | 1 | 9 | 1 | -3 | -8 | 1
CCOC(=O)c1ccc(NC2c3ccccc3C(=O)N2c2cccnc2)cc1 (configuration not stated) | 9 | 0.9 | 0.9 | 13 | 1 | -2 | 0.9 | 1 | -2 | 0.9
Cc1ccc(-n2cc(CNCCc3cscn3)c(-c3ccc(F)cc3)n2)cc1 | -8 | 0.9 | 1 | 8 | 1.1 | 75* | 0.9 | -7 | -8 | 1.1

Next records
SMILES | bIAP inh | Diaph act CS | PMI act satM6P | Diaph inh CS | TNAP act hi DEA | L major viab | PMI activator | TNAP inh hiacc | TNAP inh noacc | bIAP activator
CCN1CCN(CC(=O)Nc2ccc3c(c2)OCCO3)C(=O)C1=O | 6 | 1 | 0.9 | 0 | 1.1 | -5 | 1 | -6 | 6 | 0.9
O=C(c1ccco1)N1CCN(C(=O)c2cc3cc([N+](=O)[O-])ccc3oc2=O)CC1 | -23 | 1 | 1 | 2 | 0.9 | -6 | 1 | 12 | 6 | 1.2
CC(NC(=O)Cc1ccsc1)c1ccc(S(N)(=O)=O)cc1 (configuration not stated) | 2 | 1.3 | 1.2 | -27 | 1.1 | -7 | 1.1 | -6 | 1 | 1
Cc1cc(C)nc(NC2=NCCN2C(=S)Nc2c(C)cccc2C)n1 | -14 | 1.1 | 1 | -9 | 1 | 9 | 1.1 | -4 | -16 | 1.1
CCc1nc2ccccc2n1CC(O)COc1ccc(NC(C)=O)cc1 (configuration not stated) | 3 | 1 | 1.1 | -4 | 1 | -6 | 1.1 | 0 | -5 | 1
CC(C)Cn1c(SCC#N)nc2ccccc2c1=O | 10 | 0.8 | 1 | 18 | 1.1 | -2 | 1 | -6 | -12 | 0.9
CCN(CC)C(=O)NC1CCCCCCC1 | 3 | 0.9 | 1.1 | 6 | 1.1 | 10 | 1.1 | -5 | -13 | 1
COC(=O)c1sccc1NC(=O)c1ccc(OC)cc1 | 35 | 1 | 1 | 0 | 1.1 | 2 | 1 | -5 | -4 | 0.6
O=C(Nc1ccc2ccccc2c1)[C@@H]1C[C@H]1[C@@H](NP(=O)(c1ccccc1)c1ccccc1)c1ccccc1 | 36 | 0.8 | 0.8 | 22 | 1 | 34 | 0.8 | -4 | -16 | 0.6
COc1ccc(OC)c(-n2nnnc2SCC(=O)O)c1 | 12 | 0.9 | 1 | 12 | 1 | -10 | 0.9 | -3 | -10 | 0.9
COc1cc(NC(=O)c2ccco2)c(OC)cc1NC(=O)CCC(=O)Nc1cc(C)ccc1C | 0 | 1 | 0.9 | 3 | 1 | 4 | 1 | 1 | -6 | 1
O=C(CSc1nc(Nc2ccccc2)nc(N2CCOCC2)n1)Nc1ccc2c(c1)OCCO2 | 8 | 0.9 | 1 | 15 | 1 | 3 | 0.9 | -4 | -14 | 0.9
COc1ccc(OC)c(NC(=O)CC2C(=O)NCCN2C(=O)Nc2cccc(Cl)c2)c1 (configuration not stated) | -2 | 0.9 | 0.9 | 14 | 1 | 4 | 1 | -2 | -2 | 1
CC(C)(C)NCC(O)c1cc(O)cc(O)c1 (configuration not stated) | 13 | 0.9 | 0.9 | 12 | 1 | 0 | 0.9 | -3 | -10 | 0.9
O=C(Nc1ccc2nc3ccccc3nc2c1)c1ccccc1 | 34 | 0.8 | 1.6 | 24 | 1 | 6 | 1.2 | 2 | -12 | 0.7

PMI act satM6P: entries above that show a hit
| Structure | bIAP inh | PMI act satM6P | TNAP act hi DEA | PMI activator | TNAP inh hiacc | TNAP inh noacc | bIAP activator |
| --- | --- | --- | --- | --- | --- | --- | --- |
| Cc1cc(C2=NNC(=Nc3ccc(S(=O)(=O)N4CCOCC4)cc3)SC2)c(C)n1CC1CCCO1 (configuration not stated) | -6 | 2.1* | 1 | 1.7 | 0 | -6 | 1.1 |

Going on with the list.
SMILES | bIAP inh | Diaph act CS | PMI act satM6P | Diaph inh CS | TNAP act hi DEA | L major viab | PMI activator | TNAP inh hiacc | TNAP inh noacc | bIAP activator
COC(=O)c1ccc(-c2noc(CN3CCCC(CNC(C)=O)C3)n2)cc1 (configuration not stated) | 7 | 0.9 | 0.9 | 13 | 1 | -7 | 0.9 | -1 | -3 | 0.9
O=C(NCc1nc(-c2ccccc2)cs1)c1ccccc1 | 20 | 1 | 1 | 4 | 1.1 | 3 | 1 | -6 | -7 | 0.8
COc1ccc(-c2nc(C#N)c(NCC3CCCO3)o2)cc1OC (configuration not stated) | -3 | 0.8 | 0.9 | 20 | 1 | -1 | 0.9 | -4 | -5 | 1
COc1cccc(NC(=O)C2CCN(c3ncccn3)CC2)c1 | 5 | 0.9 | 0.9 | 7 | 1 | 2 | 0.9 | -5 | 6 | 1
CCOc1ccccc1CNCc1ccc(F)cc1 | 4 | 1 | 0.9 | 0 | 1 | 54* | 1 | -5 | -3 | 1
CC(C)(C)c1ccc(-c2cnco2)cc1 | 4 | 0.9 | 1.1 | 12 | 1.1 | -2 | 1 | -6 | -1 | 1
O=C(c1cccc(N2C(=O)C3C4C=CC(C4)C3C2=O)c1)N1CCN(c2ccccc2)CC1 (configuration not stated) | -5 | 0.9 | 1 | 10 | 1.1 | -5 | 1 | -6 | -16 | 1.1
CCC(Oc1ccccc1)C(=O)Nc1nc2ccccc2[nH]1 (configuration not stated) | -14 | 0.9 | 0.9 | 11 | 1 | 100* | 0.9 | -5 | -5 | 1.1
O=C(Nc1ccccn1)c1ccc2nc(-c3ccccc3)c(-c3ccccc3)nc2c1 | 1 | 0.8 | 1 | 17 | 1 | 20 | 1 | -2 | 0 | 1
CCC(CC)C(=O)NCCc1cc2ccc(OC)cc2[nH]c1=O | 15 | 1 | 1 | 3 | 1 | -6 | 1 | 0 | -9 | 0.8
Cc1ccc(/C=C/C(=O)NC2CCS(=O)(=O)C2)cc1 (configuration not stated) | 5 | 0.9 | 1 | 7 | 1 | -3 | 1 | -5 | -12 | 1
CN(CC(=O)Nc1cc(S(=O)(=O)N2CCOCC2)ccc1Cl)C1CCS(=O)(=O)C1 (configuration not stated) | 2 | 1.1 | 1 | -5 | 1 | -4 | 1 | -1 | -13 | 1
COc1ccc(N2C(=O)C(CC(N)=O)N(NC(=O)CCc3ccccc3)C2=O)cc1 (configuration not stated) | -16 | 1.2 | 1.1 | -15 | 1.1 | -7 | 1.1 | -6 | -7 | 1.2
Cc1ccc(-c2csc(NC(=O)c3ccno3)n2)cc1 | 10 | 0.8 | 1.4 | 22 | 1 | -3 | 1.2 | -4 | -16 | 0.9
O=C(CCN1C(=O)c2cccc([N+](=O)[O-])c2C1=O)Nc1nccs1 | -7 | 1 | 1 | 1 | 1 | -5 | 1 | -3 | -17 | 1.1
Cc1ccc(C(=O)N/C(=C/c2ccc(F)cc2)C(=O)NCc2ccncc2)cc1 | -8 | 0.9 | 0.9 | 6 | 1 | -4 | 0.9 | 4 | -12 | 1.1
CC(C)Oc1ccc(-c2nn(-c3ccccc3)cc2/C=c2\sc3ncnn3c2=O)cc1 | -8 | 1 | 1.1 | 5 | 1 | -3 | 1.1 | -2 | -11 | 1.1
O=C(CC1Nc2ccccc2NC1=O)NCCCN1CCCCCC1 (configuration not stated) | -1 | 1.2 | 1 | -16 | 1 | -4 | 1 | -2 | -12 | 1
